TDP43 rescue: rescues yeast growth from TDP-43 toxicity; TDP-43 expressing yeast growth rescue, BacTiter-Glo, 24 h; AID 652104; 410,000 tested, 1.8% active; Potency, µM (doses to about 46.1 µM), for inactives: top-dose growth rescue (activation), usual class: activators; note: % of control where 0% means no effect; nearly all actives have a fitted effect of over 50% in size
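Cell-based yeast growth screen: TDP-43 expression induced in galactose, inoculum OD600=0.02 after raffinose pregrowth to mid-log. Read-out BacTiter-Glo luminescence at 24 hr, 30 deg C; inhibition of toxicity seen as signal increase.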
PTHR1 agonist: agonists of human PTHR1 parathyroid hormone receptor | Q03431 | HEK293 GP2 PTHR1 cells, GloSensor cAMP luminescence, 1 h | Potency, µM (doses to about 115 µM), inactives show at the top dose activation, hits mostly activators | 410,000 tested, 0.075% active | AID 743266; note: nearly all actives have a fitted effect of over 55% in size; some results filed as inactive show a strong effect at the top dose; inactives centre near -15; many of its hits are not listed in these tables
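HEK-293-derived GP2 cells expressing PTHR1 and a GloSensor cAMP reporter, 3,000/well, plated overnight, given luciferin plus IBMX (each 0.5 mM as added) for 1 h at 37 °C, then compound for 1 h at 37 °C. Luminescence was read after 15 min at room temperature.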
EPAC2 antag: blocks human EPAC2 exchange factor | Q8WZA2 | Potency, µM (titrated, usually from 114 µM), for the others: at the highest dose activity, negative = inhibition, most hits filed as inhibitors | EPAC2 GEF exchange of Rap1B-BODIPY-GDP, fluorescence | 360,000 tested, 0.18% active; note: % is set by controls: 0 for no effect and ±100 for the full control effect; nearly all actives have a fitted effect of over 45% in size; many of its hits are not listed in these tables
EPAC1 antagonist: EPAC1 (human) antagonism. O95398. EPAC1 GEF assay, Rap1b-BODIPY-GDP exchange fluorescence. Potency, µM (top dose mostly 115 µM), inactives show top-dose activity change, negative = inhibition, hits mostly inhibitors. 360,000 tested, 0.14% active. AID 720709;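 note: plate controls were vehicle for no effect and positive control for full effect; nearly all actives have a fitted effect of over 50% in size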
Target sequence (O95398 whole entry, looked up): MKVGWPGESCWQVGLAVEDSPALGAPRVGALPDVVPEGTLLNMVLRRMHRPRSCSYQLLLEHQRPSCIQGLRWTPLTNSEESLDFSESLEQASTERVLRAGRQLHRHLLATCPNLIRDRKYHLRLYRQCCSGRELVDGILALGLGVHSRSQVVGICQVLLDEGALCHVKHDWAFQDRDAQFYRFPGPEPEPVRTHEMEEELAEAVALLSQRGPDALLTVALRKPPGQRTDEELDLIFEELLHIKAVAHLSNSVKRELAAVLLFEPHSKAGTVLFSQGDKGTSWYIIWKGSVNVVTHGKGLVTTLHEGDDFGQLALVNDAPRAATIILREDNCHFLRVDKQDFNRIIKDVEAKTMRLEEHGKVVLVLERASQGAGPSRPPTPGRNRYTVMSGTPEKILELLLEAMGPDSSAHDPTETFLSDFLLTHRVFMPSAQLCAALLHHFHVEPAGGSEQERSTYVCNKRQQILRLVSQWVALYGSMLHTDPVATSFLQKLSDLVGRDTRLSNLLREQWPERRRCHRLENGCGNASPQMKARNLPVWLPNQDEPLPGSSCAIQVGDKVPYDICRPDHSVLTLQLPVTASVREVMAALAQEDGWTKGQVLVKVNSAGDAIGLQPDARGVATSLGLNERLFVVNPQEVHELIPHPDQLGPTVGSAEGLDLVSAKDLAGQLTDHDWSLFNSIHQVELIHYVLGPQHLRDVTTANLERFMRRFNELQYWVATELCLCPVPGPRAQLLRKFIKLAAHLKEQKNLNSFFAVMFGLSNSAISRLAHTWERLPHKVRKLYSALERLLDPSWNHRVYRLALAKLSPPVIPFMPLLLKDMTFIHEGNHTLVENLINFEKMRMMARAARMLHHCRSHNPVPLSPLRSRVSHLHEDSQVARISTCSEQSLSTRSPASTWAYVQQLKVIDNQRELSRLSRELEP
EPAC1 ag: activates human EPAC1 exchange factor; Potency, µM (highest dose often 154 µM), for the others: top-dose activation, actives largely listed as activators; EPAC1 agonist qHTS, biochemical assay; response scale: 100% = response to 6.5 mM cAMP; 360,000 tested, 0.073% active; O95398; note: nearly all actives have a fitted effect of over 60% in size
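Multi-concentration qHTS readout: loss of Rap1B-bound BODIPY-GDP fluorescence driven by 100 nM EPAC1 with excess GDP (50 uM), monitored kinetically at room temperature; agonist response expressed relative to 6.5 mM cAMP.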
aSyn yeast inh: rescues yeast growth from alpha-synuclein toxicity. Potency, µM (highest dose often 46.1 µM), without a hit: top-dose growth rescue (activation), usual class: activators. Yeast expressing alpha-synuclein, growth rescue, BacTiter-Glo, 24 h. 370,000 tested, 0.14% active. AID 652106; note: % of control where 0% means no effect; nearly all actives have a fitted effect of over 65% in size
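Galactose-induced alpha-syn yeast (OD600=0.02, raffinose-pregrown) + pinned cpd, 24 hr, 30 deg C; growth by BacTiter-Glo luminescence. Growth restoration scores as activation.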
FUS suppressor: suppressors of FUS proteinopathy in yeast; S. cerevisiae FUS-expressing, growth rescue, OD600, 24 h; Potency, µM (top dose mostly 76.6 µM), for the others: at the top dose growth rescue (activation), most hits filed as activators; 390,000 tested, 0.24% active;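 note: plate controls were DMSO vehicle for no effect and reference control for full effect; nearly all actives have a fitted effect of over 55% in size; some results filed as inactive show a strong effect at the top dose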
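FUS-expressing yeast, raffinose-pregrown, induced in 2% galactose minimal medium at OD 0.005; compounds in a dilution series, 24hr at 30C. Growth restoration read as absorbance at 600 nm. CP55940 positive control, DMSO negative.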
EPAC2 agonist: agonists of human EPAC2 (RAPGEF4) | Q8WZA2 | EPAC2 activation, biochemical qHTS; response scale: 100% = 6.5 mM cAMP response | Potency, µM (titrated, usually from 154 µM), for the others: at the highest dose activation, most hits filed as activators | 360,000 tested, 0.079% active | AID 720711; note: nearly all actives have a fitted effect of over 50% in size
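Readout is BODIPY fluorescence (480 nm excitation, 540 nm emission), which falls as labeled GDP is exchanged off Rap1B. EPAC2 at 100 nM acted on 250 nM RAP1B-BODIPY-GDP with 50 uM GDP present.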
* hit, by the source's call; i = inactive; ? = inconclusive; . = not tested or not shown; [ ] = another dose, or the depositor's remark. Calls come from the whole dose curve; as a rule, active = well fitted curve in the direction sought with a large enough effect; inconclusive = small, poorly fitted or top-dose-only effect, or another doubt; inactive = no such curve, though single readings can be large; an effect the other way counts as inactive or inconclusive. Potency is the fitted concentration of half-maximal effect.

SMILES	TDP43 rescue	PTHR1 agonist	EPAC2 antag	EPAC1 antagonist	EPAC1 ag	aSyn yeast inh	FUS suppressor	EPAC2 agonist
Clc1ccc(C(c2ccccc2)N2CCN(c3ccccn3)CC2)cc1 (configuration not stated)	-16%	-1%	-4%	-11%	19%	1%	10%	11%
Cc1ccc(-n2nc(C)c3c(C)c(CCC(=O)NCCCOC(C)C)c(C)nc32)cc1	28%	i	0%	?	-7%	-5%	-3%	-5%
COc1ccc(S(=O)(=O)N2CCN(CC(=O)Nc3cc(Cl)ccc3Cl)CC2)cc1	-11%	-23%	2%	1%	-1%	-7%	.	2%
CC(=O)Nc1ccc(SCC(=O)Nc2ccccc2-c2ccccc2)cc1	0%	i	2%	2%	-3%	-6%	.	28%
O=C(NCCc1ccccc1F)C1CCCN1S(=O)(=O)c1ccccc1 (configuration not stated)	-1%	-14%	1%	5%	2%	1%	-12%	7%
COc1ccc(C(=O)Nc2nnc(S(=O)(=O)Cc3ccc(F)cc3)s2)cc1	-4%	-21%	-1%	0%	9%	0%	-9%	-6%
COc1ccc(CN(C)CCCn2cnc3c(OC)ncnc32)cc1OC	23%	-25%	4%	-18%	20%	-1%	-14%	9%
Cc1ccc2nc(SCC(=O)Nc3cccnc3Cl)[nH]c2c1	-23%	-11%	-5%	6%	6%	0%	.	-1%
COc1ccccc1/C=C/C(=O)NC(=S)NCC1CCCO1 (configuration not stated)	16%[9.22 µM]	-6%	-6%	-24%	23%	-3%	21%	21%
Cc1cccc(NC2=C(Cl)C(=O)OC2NC(=O)c2ccccc2)c1 (configuration not stated)	-20%	-4%[57.5 µM]	-6%	5%	7%	10%	27%	-1%
COc1cccc(NC(=O)CCCNC(=O)Cn2cnc3sc(C)c(C)c3c2=O)c1	-17%	-20%	?	-9%	5%	-1%	40%	3%
CC(C)(C)OC(=O)NCCCC[C@H](NC(=O)c1[nH]cnc1C(=O)N[C@@H](Cc1ccccc1)C(=O)OCc1ccccc1)C(=O)OC(C)(C)C	28%	i	-12%	-14%	-27%	1%	43%	2%
Cc1cc(N2CCOCC2)ccc1/C=C1\NC(=O)N(Cc2ccccc2)C1=O	6%	-41%[inhibitor]	1%[57.1 µM]	-17%	-9%	5%	-5%	5%
Cc1c(C(=O)N(Cc2ccccc2)C(C)C)oc2ccc(S(=O)(=O)N3CCOCC3)cc12	3%	-28%	-13%	-4%	7%	10%	35%	16%
Cc1cccc(C(=O)NNC(=O)CSc2nnc(C(C)C)n2C)c1	5%	i	2%	-16%	1%	-3%	-7%	8%
CCOc1ccccc1C(=O)NCC(=O)NC(C)c1ccc(-n2ccnc2)cc1 (configuration not stated)	-19%	-13%	2%	10%	5%	1%	26%	9%
COc1ccc(S(=O)(=O)N(C)CC(=O)NCCN2CCOCC2)cc1Cl	6%	-21%	3%	14%	-6%	5%	-1%	6%
Cc1c(NC(NC(=O)CC(C)C)C(Cl)(Cl)Cl)c(=O)n(-c2ccccc2)n1C (configuration not stated)	13%	-14%	2%	14%	-4%	1%	-39%	3%
CSc1nc2ccccc2nc1N(C)S(=O)(=O)c1ccc(C)cc1	-18%	-14%	-10%	11%	1%	-5%	12%	3%
CCCn1c(N2CCN(C(=O)N3CCCCC3)CC2)nc2ccccc21	-10%	-73%[inhibitor]	-5%	-3%	-3%	-2%	4%	5%
CSCCC(NC(=O)c1ccc(Br)cc1)C(=O)O (configuration not stated)	13%	i	8%	-8%	11%	-2%	7%	1%
CCS(=O)(=O)Nc1ccc(C2=NN(C(=O)c3ccco3)C(c3ccco3)C2)cc1 (configuration not stated)	3%	-34%	-1%	6%	0%	-1%	13%	9%
COc1ccc(-c2nc(CS(=O)(=O)CC(=O)NCc3cccc(OC)c3OC)c(C)o2)cc1	-4%	-47%	3%	-18%	-5%	-3%	26%	13%
COc1ccc(OC)c(NC(=O)CN(C)CC(=O)Nc2ccccc2Br)c1	-5%[9.22 µM]	-15%	-8%	-22%	3%	6%	7%	9%
O=C(NCc1ccco1)/C(=C\c1cccnc1)NC(=O)c1ccccc1F	19%	-2%	-3%	-1%	-2%	5%	.	-1%
COc1ccc(S(=O)(=O)NC(=O)C2(C)CCN2C(=O)CCc2ccc(Cl)cc2Cl)cc1 (configuration not stated)	0%	i	3%	-19%	3%	9%	30%	4%
COc1ccc(-c2csc(NCc3ccco3)n2)cc1	11%	i	-5%	-17%	14%	-1%	15%	18%
O=C(O)c1cccc2c1C(=O)N(c1ccc3c(c1)Cc1ccccc1-3)C2=O	-7%	-7%	7%	23%	13%	-10%	15%	4%
COc1c(Cl)cc(Cl)cc1/C=C/C(=O)c1ccc(NC(=O)c2cccs2)cc1	10%	-9%	-3%	-8%	11%	9%	.	14%
CCOc1ccc(/C=C2\SC(=S)N(CCC(=O)O)C2=O)cc1	4%	-29%	-2%	-4%	10%	9%	3%	-1%
CC(=O)OCCCn1c(C)[n+](C)c2cc(Cl)c(Cl)cc21	-14%	5%	11%	-15%	3%	-13%	-21%	5%
Cc1c(C)n(Cc2ccccc2)c2ncnc(NCCCN(C)C)c12	-2%	-3%	1%	-10%	8%	-3%	5%	8%
CCOC(=O)c1[nH]c2ccccc2c1NC(C)=O	18%	-10%	7%	5%	12%	3%	-30%	7%
COc1cc2c(cc1OC)-c1nncn1C(C)(C)C2	-2%	-30%[57.5 µM]	0%	3%	-2%	1%	-11%	6%
O=C(NCCS(=O)(=O)N1CCN(C(=O)c2ccco2)CC1)c1ccccc1	6%	-1%	-3%	6%	-5%	-1%	-28%	2%
CN1CCN(c2ccc(Cl)cc2NC(=O)/C=C/c2ccc(F)cc2)CC1	-13%	-8%	-8%	-6%	9%	-5%	18%	2%
COc1cccc(NC(=O)CN2CCN(c3ccc(F)cc3)CC2)c1	10%	-7%	2%	-7%	-7%	2%	-5%	-7%
Cc1cc(C(=O)N2CCC2(C)C(=O)Nc2cccc3ccccc23)nn1C (configuration not stated)	?	-25%	5%	-6%	-5%	7%	11%	0%
Cc1ccc(S(=O)(=O)N2CCCC2C(=O)NCc2ccncc2)cc1 (configuration not stated)	-1%	i	-1%	16%	-15%	0%	4%	-2%
CN1CCc2c(sc3nc(SCC(N)=O)n(-c4ccccc4)c(=O)c23)C1	5%	i	0%	-14%	0%	2%	?	7%

A second format for some results above:
canonical_smiles | TDP43 rescue | PTHR1 agonist | EPAC2 antag | EPAC1 antagonist | EPAC1 ag | aSyn yeast inh | FUS suppressor | EPAC2 agonist
CCOc1ccc(/C=C2\SC(=S)N(CCC(=O)O)C2=O)cc1 | 4% | -29% | -2% | -4% | 10% | 9% | 3% | -1%
CC(=O)OCCCn1c(C)[n+](C)c2cc(Cl)c(Cl)cc21 | -14% | 5% | 11% | -15% | 3% | -13% | -21% | 5%
Cc1c(C)n(Cc2ccccc2)c2ncnc(NCCCN(C)C)c12 | -2% | -3% | 1% | -10% | 8% | -3% | 5% | 8%
CCOC(=O)c1[nH]c2ccccc2c1NC(C)=O | 18% | -10% | 7% | 5% | 12% | 3% | -30% | 7%
COc1cc2c(cc1OC)-c1nncn1C(C)(C)C2 | -2% | -30%[57.5 µM] | 0% | 3% | -2% | 1% | -11% | 6%
O=C(NCCS(=O)(=O)N1CCN(C(=O)c2ccco2)CC1)c1ccccc1 | 6% | -1% | -3% | 6% | -5% | -1% | -28% | 2%
CN1CCN(c2ccc(Cl)cc2NC(=O)/C=C/c2ccc(F)cc2)CC1 | -13% | -8% | -8% | -6% | 9% | -5% | 18% | 2%
COc1cccc(NC(=O)CN2CCN(c3ccc(F)cc3)CC2)c1 | 10% | -7% | 2% | -7% | -7% | 2% | -5% | -7%
Cc1cc(C(=O)N2CCC2(C)C(=O)Nc2cccc3ccccc23)nn1C (configuration not stated) | ? | -25% | 5% | -6% | -5% | 7% | 11% | 0%
Cc1ccc(S(=O)(=O)N2CCCC2C(=O)NCc2ccncc2)cc1 (configuration not stated) | -1% | i | -1% | 16% | -15% | 0% | 4% | -2%
CN1CCc2c(sc3nc(SCC(N)=O)n(-c4ccccc4)c(=O)c23)C1 | 5% | i | 0% | -14% | 0% | 2% | ? | 7%

Additional structures.
SMILES	TDP43 rescue	PTHR1 agonist	EPAC2 antag	EPAC1 antagonist	EPAC1 ag	aSyn yeast inh	FUS suppressor	EPAC2 agonist
COc1ccc(C(=O)OCC(=O)N2CCCCC2)cc1[N+](=O)[O-]	-10%[1.82 µM]	i	14%	2%	5%	9%	4%	4%
Cc1ccc(S(=O)(=O)Nc2ccc(S(=O)(=O)N3CCOCC3)cc2)cc1[N+](=O)[O-]	-8%	i	2%	6%	1%	3%	6%	12%
Cc1ccccc1OCC(=O)NCC(=O)N/N=C/c1ccc(Br)o1	-8%	i	1%	-12%	-14%	-6%	.	-2%
CCCCOc1ccc(N2C(N)=NC(N)=NC23CCCCC3)cc1	-31%	-20%	-8%	-19%	9%	2%	-8%	5%
O=C(COC(=O)c1ccc(CO)cc1)c1ccc(S(=O)(=O)N2CCCCC2)cc1	7%	-1%	11%	-15%	-6%	4%	11%	-1%
COc1ccc(OC)c(S(=O)(=O)NC(=O)C2(C)CCN2C(=O)Cc2ccccc2)c1 (configuration not stated)	6%	-25%	4%	-17%	-13%	-2%	-12%	13%
COc1cccc(Cc2n[nH]c(=S)n2Cc2ccco2)c1	18%	-19%	5%	-4%	-1%	-2%	15%	0%
COc1ccc(C)cc1NC(=O)CN(C)S(=O)(=O)c1cccs1	10%	i	-1%	-19%	4%	4%	3%	13%
CCc1cc(C(=O)N2CCN(S(=O)(=O)c3cc(C)ccc3C)CC2)sc1C	2%	-10%	-8%	2%	14%	?	35%	12%
COC(=O)c1ccc(C(=O)OC)c(NC(=O)COC(=O)C2CC2C)c1 (configuration not stated)	-10%	i	0%	-21%	-2%	-2%	19%	1%

Only part of the results is shown; count on the stated rates, not on these rows.
